Compound activity from PubChem.
SIAH1 antagonists – Siah-1 peptide-binding antagonists, primary screen, biochemical, fluorescence polarization, rhodamine-plectin, uHTS (AID 1817). displacement, % at 20 µM; hits with a dose series show IC50 in µM. Siah-1 / rhodamine-plectin peptide fluorescence polarization; higher % means a stronger effect. 290,000 tested, 0.02% active;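 active means displacement of at least 50% at 20 µM, with a fluorescence ratio check between 0.3 and a set limit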;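 further: plate controls were Siah plus tracer with DMSO for no effect and tracer alone without Siah for full effect; strong numbers were not always called active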
RSV antiviral HEp-2 – inhibition of RSV-induced cytopathic effect – HEp-2 cells, primary 10 µM value included (AID 2391) | HEp-2 cells, RSV-induced CPE inhibition; higher % means a stronger effect | CPE inhibition, % at 10 µM; hits with a dose series show IC50 in µM | 310,000 tested, 0.13% active; in the data active means a potency from the dose series; inconclusive means CPE inhibition mostly from about 23% at the one dose, without a potency; inactive means the rest, 99 in 100 with CPE inhibition below about 21%; further: strong numbers were not always called active
NTR1 ag – agonists of NTR1, primary screen, imaging, U2OS cells, beta-arrestin-GFP, high content (AID 493036); P30989; NTR1-U2OS beta-arrestin-GFP spot imaging, agonist mode; activation, % at 20 µM; 330,000 tested, 0.17% active;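 active means activation at or above 40% of the spot to cytoplasm intensity ratio, with at least 20 cells analyzed; inconclusive means wells under 20 cells, flagged as cytotoxic or low count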;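 further: 0% = DMSO without peptide and 100% = 100 nM NTR1 peptide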
Target sequence (P30989 whole entry, looked up): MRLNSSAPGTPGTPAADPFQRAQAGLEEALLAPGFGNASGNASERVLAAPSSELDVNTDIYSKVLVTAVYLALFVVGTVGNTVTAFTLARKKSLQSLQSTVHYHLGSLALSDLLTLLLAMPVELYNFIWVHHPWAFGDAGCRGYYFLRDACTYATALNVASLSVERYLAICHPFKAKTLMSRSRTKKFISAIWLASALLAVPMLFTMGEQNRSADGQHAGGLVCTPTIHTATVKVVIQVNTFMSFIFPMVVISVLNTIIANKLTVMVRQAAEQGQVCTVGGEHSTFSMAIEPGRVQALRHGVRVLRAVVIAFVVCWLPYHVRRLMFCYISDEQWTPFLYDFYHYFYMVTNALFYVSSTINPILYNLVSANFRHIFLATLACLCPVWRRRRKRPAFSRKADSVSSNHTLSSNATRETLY
AID2073 – inhibitors of Mint1-CaV2.2 protein interaction, biochemical, HTRF (AID 2073); inhibition, % at 20 µM; hits with a dose series show IC50 in µM; 290,000 tested, 0.19% active; HTRF protein-protein interaction, Mint1-CaV2.2; higher % means a stronger effect; in the data active means inhibition mostly above about 51%, no sharp cut-off; inconclusive means no clear call, values can overlap the other calls; inactive means mostly below about 53%; further: some results filed as inactive read as strong as hits
MgcRacGAP inhibition – MgcRacGAP GTPase-activating activity inhibitors, confirmation, biochemical, ADP Hunter fluorescence; MgcRacGAP-stimulated Rac1 GTP hydrolysis, ADP Hunter fluorescence; higher % means a stronger effect; GST-tagged Rac1 F28L mutant substrate; 340,000 tested, 0.6% active; inhibition, % at 30 µM, or IC50 in µM where a hit was titrated; AID 624330;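 active means first-screen hits whose inhibition reached a set limit at any dose in the follow-up dose series; inconclusive means inhibition above the set first-screen limit but never retested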;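 further: fluorescence reports GDP produced by GAP-driven GTP hydrolysis; strong numbers were not always called active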
K1F lysis inhibition – inhibition of K1F phage lysis, E. coli UTI89, bacterial capsule biogenesis inhibitors, alamar blue (AID 488966); E. coli UTI89 K1F phage lysis, alamar blue, 2 h; higher % means a stronger effect; one-dose inhibition, % at 100 µM; IC50 in µM for titrated hits; 340,000 tested, 0.02% active;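 active means phage lysis inhibition, versus mean bacterial control, above a set limit; inconclusive means no clear call, values can overlap the other calls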;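 further: capsule biogenesis inhibitors block K1F phage lysis so surviving cells raise fluorescence; higher fluorescence means more inhibition of phage lysis; actives were called in the ten point dose series up to 300 µM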
NS5 inhibitors – Dengue-2 NS5 methyltransferase inhibitors, primary screen, biochemical, confirmation dose response (AID 588689); Dengue-2 NS5 methyltransferase capping enzyme assay, biochemical; higher % means a stronger effect; inhibition, % at 25 µM; hits with a dose series show IC50 in µM; 340,000 tested, 0.3% active; in the data active means a potency from the dose series; inconclusive means inhibition above about 29% without an active follow-up result
SV40 large T antigen – TAg ATPase/helicase activity blockers – biochemical (AID 1903); SV40 large T antigen ATPase/helicase inhibition assay; higher % means a stronger effect; inhibition, % at 20 µM; hits with a dose series show IC50 in µM; 310,000 tested, 0.39% active; in the data active means a potency from the dose series; inconclusive means inhibition mostly from about 32% at the one dose, without a potency; inactive means the rest, 99 in 100 with inhibition below about 32%; further: strong numbers were not always called active
West Nile antiviral – inhibition of WNV-induced cytopathic effect – cell-based, CPE readout (AID 1621). West Nile virus-infected cells, CPE inhibition; higher % means a stronger effect. 290,000 tested, 0.02% active. one-dose CPE inhibition, % at 10 µM; IC50 in µM for titrated hits; in the data active means a potency from the dose series; inconclusive means CPE inhibition mostly from about 3.7% at the one dose, without a potency; inactive means the rest, 99 in 100 with CPE inhibition below about 2.2%; further: strong numbers were not always called active
NTR1 ag cell count 20 µM – second read-out of NTR1 ag, no call of its own (marks repeat the call); cell count; measured here: cell count, cytotoxicity flag
NS5 inhibitors pilot replicate – also measured in NS5 inhibitors; calls as there; inhibition, %; measured here: pilot screen replicate inhibition
Numbers without * were called inactive; i = inactive; u = inconclusive; x = not tested or not shown; [ ] = another dose, or the depositor's remark. Compounds were not picked by outcome; overall some 1.6% were active at least once.

The first three compounds (preview)
SMILES	SIAH1 antagonists	RSV antiviral HEp-2	NTR1 ag	NTR1 ag cell count 20 µM	AID2073	MgcRacGAP inhibition	K1F lysis inhibition	NS5 inhibitors	SV40 large T antigen	West Nile antiviral	others
O=C(Cn1c(O)c(/C=C2\C=Nc3ccccc32)sc1=O)N1CCOCC1	-1.3%	7.0%	1.2	57	0.6%	7.2%	0.3%	1.6%	-0.1%	0.3%
Cc1cccc(C)c1OCC(=O)Nc1ccccc1C(=O)N1CCOCC1	7.0%	1.1%	-0.3	61	3.9%	1.8%	1.2%[50 µM]	-0.7%	-7.9%	-0.8%
COc1ccc(-n2c(SCC(=O)N3CCc4ccccc43)nnc2-c2c[nH]c3ccccc23)cc1	9.2%	1.4%	0.7	99	36.2%	-1.0%	4.1%	2.1%	11.4%	x

The whole of this part, repeating the preview:
SMILES	SIAH1 antagonists	RSV antiviral HEp-2	NTR1 ag	NTR1 ag cell count 20 µM	AID2073	MgcRacGAP inhibition	K1F lysis inhibition	NS5 inhibitors	SV40 large T antigen	West Nile antiviral	others
O=C(Cn1c(O)c(/C=C2\C=Nc3ccccc32)sc1=O)N1CCOCC1	-1.3%	7.0%	1.2	57	0.6%	7.2%	0.3%	1.6%	-0.1%	0.3%
Cc1cccc(C)c1OCC(=O)Nc1ccccc1C(=O)N1CCOCC1	7.0%	1.1%	-0.3	61	3.9%	1.8%	1.2%[50 µM]	-0.7%	-7.9%	-0.8%
COc1ccc(-n2c(SCC(=O)N3CCc4ccccc43)nnc2-c2c[nH]c3ccccc23)cc1	9.2%	1.4%	0.7	99	36.2%	-1.0%	4.1%	2.1%	11.4%	x
O=C(NC1CCCCC1)C1CCCN1C(=O)Nc1ccccc1 (stereo not drawn)	2.3%	1.4%	0.5	45	27.6%	4.6%	0.2%	-0.8%	6.8%	0.7%
CC(C)n1cnnc1SCC(=O)Nc1ccc(Br)cc1F	5.7%	1.2%	0.9	71	-1.9%	-6.0%	0.0%	-2.9%	6.1%	-0.3%
COc1ccc(/C=N/NC(=O)C2CCN(c3ncc(C(F)(F)F)cc3Cl)CC2)cc1	-1.5%	0.5%	-0.5	91	6.1%	-2.0%	-0.3%	2.7%	9.2%	0.1%
CCn1nnnc1SCC(=O)Nc1cc(OC)cc(OC)c1	0.0%	2.6%	1.1	55	13.1%	7.7%	-2.2%	5.6%	8.9%	0.1%
Cc1cc(CSC(=N)N)c(CSC(=N)N)cc1C	-4.6%	-1.6%	1.1	50	3.3%	7.5%	u	-13.9%	-3.4%	0.9%
O=C(c1cccc(Cl)c1)N1CCN(C2CCCCCC2)CC1	-3.1%	0.2%	-0.9	46	6.0%	u	0.2%	0.0%	2.9%	-0.1%
COc1ccc2cc(C3NC(=O)c4ccccc4N3)c(Cl)nc2c1 (stereo not drawn)	-0.5%	2.3%	1.9	30	2.2%	10.2%	0.3%	-13.5%	-14.2%	-0.3%
COc1ccc(-c2noc(N(C)CC(=O)Nc3cccc(C(F)(F)F)c3)n2)cc1	7.9%	17.6%	0.2	44	4.4%	8.9%	-0.2%	3.2%	-0.4%	-0.5%
O=C(Nc1cccc(Cl)c1)NC1CCN(C2CCCCC2)C1 (stereo not drawn)	0.6%	-0.3%	1.6	75	12.0%	7.5%	0.1%	-6.6%	4.8%	-0.9%	NS5 inhibitors pilot replicate=-8.5
OC(CNCc1ccc(Cl)cc1)(c1ccccc1)c1ccc(F)cc1 (stereo not drawn)	-3.5%	3.6%	3.4	47	0.7%	7.3%	-1.3%	0.7%	15.0%	-0.7%
COc1ccc(S(=O)(=O)NCC2CCCN(C(=O)CC3CCCC3)C2)cc1 (stereo not drawn)	0.0%	-0.1%	1.1	48	-0.4%	-0.6%	-1.1%	0.8%	-3.8%	-1.2%
Cn1c(Cl)nc2ccccc21	1.4%	2.1%	2.6	87	2.2%	-3.6%	0.1%	-2.3%	5.9%	-0.5%
CC1CCCCN1CC(=O)Nc1ccc(N2CCCCCC2)cc1 (stereo not drawn)	-8.7%	-4.2%	2.6	52	-2.6%	101µM*	-0.1%	-2.3%	23.7%	0.4%
O=C1COCCOCCOCCOCC(=O)NCCN1	5.3%	-0.7%	-0.3	38	-16.3%	-0.6%	-1.9%	-2.1%	0.2%	0.0%
COc1ccc(/C=C2/SC(=S)N(CCCC(=O)Nc3ccccc3C(=O)O)C2=O)cc1	6.2%	2.3%	-0.5	47	-2.0%	8.3%	-0.7%	12.5%	5.8%	-0.2%
CCn1c(=O)c(C(=O)NNC(=O)c2ccccc2Br)c(O)c2ccccc21	-7.1%	1.2%	0.0	42	-3.6%	4.8%	-0.5%	-5.9%	4.9%	0.4%
Cc1[nH]c2ccccc2c1C(C[N+](=O)[O-])c1ccco1 (stereo not drawn)	-2.7%	1.2%	0.2	63	16.0%	3.0%	0.6%	-5.2%	20.1%	0.1%
CSc1ccc(/C=N/NC(=O)c2ccc(O)cc2)cc1	-2.5%	10.2%	0.6	70	-5.7%	8.8%	-3.9%	8.4%	13.8%	0.0%
Cc1ccc(N2CN=c3s/c(=C\c4cccnc4)c(=O)n3C2)cc1	-6.2%	0.9%	-0.9	76	-3.7%	8.8%	0.4%	-0.8%	-3.9%	0.4%
Cc1ccc2c(c1)N(CCCC(=O)NCCCN1CCCC1=O)C(=O)CO2	-12.2%	2.4%	-2.2	82	8.2%	7.8%	1.1%	-2.1%	2.0%	x
CC(C)c1nc2sc3c(=O)[nH]cnc3c2c2c1CCCC2	14.0%	1.0%	17.5	59	14.0%	11.7%	0.0%	3.8%	x	-0.1%
Cc1ccc2c(c1)NC(=O)C(CC(=O)NC1CCCCC1C)O2 (stereo not drawn)	5.4%	2.0%	-0.8	61	-6.2%	6.3%	-4.5%	-5.8%	0.2%	-0.4%
Cc1ccsc1C1C(C#N)=C(N)N(N(C)C)C2=C1C(=O)CCC2 (stereo not drawn)	-1.9%	1.1%	-0.3	64	-0.5%	-8.0%	0.1%	1.5%	2.7%	-0.7%
O=C(COC(=O)c1c(Cl)ccc(Cl)c1Cl)NC(=O)NCc1ccccc1	2.0%	2.0%	14.4	58	2.2%	4.7%	1.8%	-5.0%	-1.1%	-0.7%
O=C(NC1CCN(S(=O)(=O)c2cccc(Cl)c2)CC1)C1CCCCC1	-0.3%	1.2%	-1.1	50	6.9%	3.0%	0.6%	-2.4%	2.1%	-1.5%
CSCCC(NC(=O)c1ccc(Cl)cc1)C(=O)OCC(=O)c1ccc[nH]1 (stereo not drawn)	0.1%	0.5%	0.0	44	12.6%	-5.5%	1.0%	0.0%	19.5%	-0.2%
COc1ccccc1N1CCN(C(=O)c2ccc(N3CCCCS3(=O)=O)cc2)CC1	-3.2%	5.8%	-0.7	62	9.4%	6.8%	0.8%	-4.5%	9.2%	-0.4%
CCOc1ccc(NC(=O)CN(C)C(=O)CCc2ccccc2Cl)cc1OCC	3.3%	0.9%	0.0	62	7.3%	9.7%	-0.2%	-2.6%	10.7%	-0.9%
CC(=O)NCC(=O)N(c1c(C)n(C)n(-c2ccccc2)c1=O)C1(C(=O)NC2CCCC2)CCCCC1	3.6%	0.2%	-4.7	84	-2.3%	4.6%	-2.4%	-3.2%	1.9%	x
CCN(CC)CCCNC(=O)c1cc(-c2ccc3c(c2)OCO3)on1	-2.3%	-1.2%	-0.9	70	12.1%	-3.3%	0.0%	-3.9%	-2.3%	-0.3%
CCOC(=O)C1(Cc2ccccc2)CCN(Cc2ccon2)CC1	-2.3%	0.3%	-1.3	45	-3.7%	4.3%	-1.9%	-7.4%	30.5%	-0.6%
OC(CNCCc1ccc(C(F)(F)F)cc1)COc1cccc2ccccc12 (stereo not drawn)	-6.0%	-1.6%	12.6	91	-3.4%	2.3%	-1.1%	-10.0%	5.7%	-2.0%
O=C(CSc1nnc2ccccn12)NNC(=O)c1cccc(Cl)c1	x	x	-0.9	70	x	4.7%	i	-13.5%	x	x
CC1CCCN(c2nc3c(c(=O)n(C)c(=O)n3C)n2CCSc2nc3ccccc3s2)C1 (stereo not drawn)	-4.0%	1.9%	14.5	92	-1.9%	11.3%	-0.3%	0.0%	5.3%	-0.1%	NS5 inhibitors pilot replicate=0.6
Cc1ccc(COc2cccc(/C=N/NC(=O)c3nnn(-c4nonc4N)c3C)c2)cc1	7.9%	5.0%	10.8	41	9.7%	9.6%	0.3%	1.8%	6.4%	11.2%
CCCOc1cccc(C2C(C(=O)c3ccco3)=C(O)C(=O)N2c2nnc(C)s2)c1 (stereo not drawn)	8.1%	1.2%	1.0	57	-1.3%	3.9%	-0.7%	8.8%	12.6%	-0.4%
CCOC(=O)CSc1nnc(CSc2nc3sc4c(c3c(=O)[nH]2)CCC4)n1-c1ccccc1	-1.0%	0.2%	1.8	77	-4.6%	2.2%	-0.9%	6.1%	7.3%	1.0%	NS5 inhibitors pilot replicate=1.8
N=c1n(CCO)c2ccccc2n1Cc1ccccc1Cl	2.0%	0.7%	-6.0	80	-3.1%	-6.2%	8.7%	-6.4%	2.5%	-0.4%
Cc1ccc(NC(=O)N(Cc2cccnc2)Cc2ccco2)cc1C	-0.4%	0.2%	2.0	57	8.7%	5.0%	0.0%	0.8%	14.8%	-1.3%
CCOc1ccccc1NC(=S)NC(=O)CCCOc1ccc(Cl)cc1Cl	-1.1%	4.0%	11.8	43	-7.0%	-5.6%	2.1%[50 µM]	-4.2%	4.2%	-0.8%
CC(=O)C1=C(O)C(=O)N(c2cccnc2)C1c1ccc([N+](=O)[O-])cc1 (stereo not drawn)	0.7%	0.6%	0.5	81	-11.3%	x	x	x	5.5%	1.3%
CN(c1ccc(OCC(=O)OCC(=O)NC2CCCC2)cc1)S(=O)(=O)c1ccc2ccccc2c1	0.5%	0.4%	3.1	56	5.2%	-1.5%	0.1%	-3.0%	0.2%	0.0%
O=C(N/N=C/c1cccc([N+](=O)[O-])c1)c1ccc(COc2ccccc2-c2ccccc2)cc1	10.5%	6.2%	-1.4	59	4.7%	-0.8%	1.8%	-2.9%	2.4%	-1.8%
Cn1cccc1-c1nc2ccc(NC(=O)c3cccs3)cc2[nH]1	4.7%	12.6%	7.4	61	-6.6%	8.8%	-1.5%	-2.4%	2.5%	1.3%
Clc1ccccc1CN1CCN(c2ncccn2)CC1	-2.0%	3.6%	0.0	62	6.4%	19.1%	-0.1%	-10.6%	3.3%	-0.2%
O=C(c1cc(COc2ccc(F)cc2F)on1)N1CCCC(c2ccccc2)C1 (stereo not drawn)	-2.6%	u	14.1	46	-15.8%	1.0%	-0.3%	-3.8%	13.0%	-1.2%
